ALDH1A1 inh: inhibitors of human aldehyde dehydrogenase 1A1. P00352. Purified ALDH1A1, NADH fluorescence, propionaldehyde substrate. actives 7.3% (n = 220,000). Potency, µM (titrated, usually from 75.3 µM), without a hit: at the top dose activity, negative = inhibition, usual class: inhibitors. AID 1030; active means well fitted inhibition curve with a large enough effect, not every such curve was filed as active; inconclusive means small, poorly fitted or top-dose-only effect, or another doubt; inactive means no such curve, though single readings can be large or run the other way;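 further: plate controls were no enzyme wells and a reference inhibitor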
Lamin A splicing: LMNA splicing modulation | actives 0.01% (n = 200,000) | Potency, µM (highest dose often 46.1 µM), without a hit: at the highest dose ratio change, negative = inhibition, hits mostly inhibitors | HeLa LMNA splicing GFP/RFP minigene ratio, 48 h; active means well fitted inhibition curve with a large enough effect in the signal ratio, with a control signal flat, not every such curve was filed as active; inconclusive means small, poorly fitted or top-dose-only effect, or effect the other way, or a change in a side signal; the % refers to the signal ratio; further: on the % scale 0 is the no-effect control and ±100 the full control effect
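S3 HeLa cells stably expressing lamin A-EGFP splicing minigene plus DsRed2, 600 cells/well, 48 h compound exposure at 37C. Laser-scanning cytometry; analysed as GFP (500-530 nm)/RFP (575-640 nm) total intensity ratio; 0.5% DMSO vehicle.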
SMN2 splice enh: increases expression of the SMN2 splice variant; HEK293 SMN2-luciferase splicing reporter, luminescence, 30-36 h; Potency, µM (doses to about 46.1 µM), for inactives: top-dose activity change, positive = activation, most hits filed as activators; actives 2.8% (n = 210,000); AID 1458; further: % of control where 0% means no effect; nearly all actives have a fitted effect of over 55% in size
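HEK293 cells carry an SMN2 […]–luciferase reporter in which exon 7 inclusion puts luciferase in frame. Cells were plated 10-12 h before compound addition, then incubated 30-36 h at 37C. ONE-Glo luminescence was read; sodium butyrate at 4.5 mM final served as control.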
RECQ1 inh: RECQ1 (human) helicase inhibition. RECQ1 DNA unwinding, red fluorescence kinetic read. Potency, µM (top dose mostly 57.3 µM), inactives show at the top dose activity, negative = inhibition, hits mostly inhibitors. actives 0.54% (n = 240,000). AID 2549;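 further: plate controls were vehicle for no effect and no enzyme for full effect; nearly all actives have a fitted effect of over 30% in size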
Target sequence (P46063 whole entry, looked up): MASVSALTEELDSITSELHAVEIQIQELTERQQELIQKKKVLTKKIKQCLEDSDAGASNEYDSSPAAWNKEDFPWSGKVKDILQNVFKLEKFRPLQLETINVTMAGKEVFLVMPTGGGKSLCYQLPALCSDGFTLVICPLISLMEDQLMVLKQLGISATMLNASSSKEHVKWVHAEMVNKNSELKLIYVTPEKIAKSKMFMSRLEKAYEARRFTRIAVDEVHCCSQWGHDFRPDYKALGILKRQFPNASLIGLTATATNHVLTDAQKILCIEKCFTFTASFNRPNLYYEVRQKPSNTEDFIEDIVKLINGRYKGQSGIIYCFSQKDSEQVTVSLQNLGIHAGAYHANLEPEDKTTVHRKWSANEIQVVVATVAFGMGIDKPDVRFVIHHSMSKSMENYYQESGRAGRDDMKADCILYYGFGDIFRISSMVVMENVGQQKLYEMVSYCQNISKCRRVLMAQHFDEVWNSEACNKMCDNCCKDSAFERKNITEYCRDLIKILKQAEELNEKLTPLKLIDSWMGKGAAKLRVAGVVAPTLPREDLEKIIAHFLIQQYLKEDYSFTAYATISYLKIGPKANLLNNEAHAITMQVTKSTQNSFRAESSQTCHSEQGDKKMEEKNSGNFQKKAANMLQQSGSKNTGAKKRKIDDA
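50 nM RECQ1T1 preincubated 15 min with compound in Tris pH 8.0 buffer with MgCl2, DTT, Tween-20 and 2.5 ug/ml poly(dI-dC); started with 200 nM TAMRA/BHQ-2 forked duplex and 2 mM ATP. Unwinding read as fluorescence (525/598 nm), two reads 2 h apart.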
TRb SRC2 PPI: TRbeta-SRC2 interaction inhibition; P10828; TRbeta-SRC2 peptide binding, fluorescence polarization; receptor liganded with 1 µM T3; Potency, µM (top dose mostly 106 µM), without a hit: at the top dose activity change, negative = inhibition, actives largely listed as inhibitors; actives 0.065% (n = 280,000); AID 1469;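 further: plate controls were bound peptide for no effect and peptide without receptor for full effect; nearly all actives have a fitted effect of over 50% in size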
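Fluorescence polarization of 20 nM Texas Red SRC2 peptide (20-aa NR interaction domain) bound to 0.6 uM human TRb ligand-binding domain, with 1 uM T3, after 5 hr at ambient temperature; inhibition seen as decreased polarization.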
TR SRC2 fluor cs: Texas Red fluorescence interference in TRb-SRC2 counter-screen; Potency, µM (titrated, usually from 106 µM), for inactives: at the highest dose fluorescence change, negative = quenching; TRb/SRC2 Texas Red total fluorescence interference; actives 0.29% (n = 280,000); AID 1479; active means well fitted curve in either direction with a large enough effect; inconclusive means small, poorly fitted or top-dose-only effect; further: on the % scale 0 is the no-effect control and ±100 the full control effect
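Flags fluorescent or light-absorbing compounds by total fluorescence, S + 2P, at 555 nm excitation and 632 nm emission. Mixture: 20 nM Texas Red SRC2 peptide, 0.6 uM human TRb LBD, 1 uM T3, 5% DMSO; compound exposure 5 h at ambient temperature.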
JMJD2E inh: inhibitors of human JMJD2E histone demethylase. B2RXH2. JMJD2E catalytic domain, FDH-coupled NADH fluorescence (FDH is formaldehyde dehydrogenase). Potency, µM (series often up to 57.1 µM), for inactives: at the highest dose activity change, negative = inhibition, actives largely listed as inhibitors. actives 1.6% (n = 230,000); active means well fitted inhibition curve with a large enough effect, not every such curve was filed as active; inconclusive means small, poorly fitted or top-dose-only effect, or another doubt; inactive means no such curve, though single readings can be large or run the other way;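 further: 0% = wells with enzyme and -100% = buffer wells without enzyme; nearly all actives have a fitted effect of over 50% in size; many of its hits are not listed in these tables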
Target sequence (B2RXH2 1-337 limits assumed): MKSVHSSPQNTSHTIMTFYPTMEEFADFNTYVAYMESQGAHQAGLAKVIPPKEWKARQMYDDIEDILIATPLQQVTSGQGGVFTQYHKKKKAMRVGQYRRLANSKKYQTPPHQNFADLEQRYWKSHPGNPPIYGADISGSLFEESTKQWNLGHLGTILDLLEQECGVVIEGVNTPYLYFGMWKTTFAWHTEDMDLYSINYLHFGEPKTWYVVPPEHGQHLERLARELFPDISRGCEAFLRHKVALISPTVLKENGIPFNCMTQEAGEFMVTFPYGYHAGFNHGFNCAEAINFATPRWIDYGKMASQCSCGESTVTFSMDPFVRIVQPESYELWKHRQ
GoLoco inh red: blocks human Gai1 binding to RGS12 GoLoco peptide, red readout; P63096; Gai1:RGS12 GoLoco peptide FP, rhodamine, 10 min; Potency, µM (doses to about 61.6 µM), for the others: top-dose activity, negative = inhibition, hits mostly inhibitors; actives 0.44% (n = 230,000); AID 880; active means well fitted inhibition curve with a large enough effect, not every such curve was filed as active; inactive means no such curve, though single readings can be large or run the other way; further: on the % scale 0 is the no-effect control and ±100 the full control effect; nearly all actives have a fitted effect of over 30% in size; many of its hits are not listed in these tables
* marks the source's active call; other numbers are inactive results; i = inactive; u = inconclusive; x = not tested or not shown; [ ] = another dose, or the depositor's remark. Unless noted, the call rests on the fitted dose curve; in most records, active means well fitted curve in the direction sought with a large enough effect; inconclusive means small, poorly fitted or top-dose-only effect, or another doubt; inactive means no such curve, though single readings can be large; an effect the other way counts as inactive or inconclusive. Potency means the concentration at half of the fitted maximal effect.

| SMILES | ALDH1A1 inh | Lamin A splicing | SMN2 splice enh | RECQ1 inh | TRb SRC2 PPI | TR SRC2 fluor cs | JMJD2E inh | GoLoco inh red |
| --- | --- | --- | --- | --- | --- | --- | --- | --- |
| COc1cc(/C=N/O)cc(Br)c1OS(=O)(=O)c1ccc(C)cc1 | 1.6µM* | u | -34%[inhibitor] | -5% | -1% | 2% | -1% | -1% |
| COC(=O)C1=C(C(=O)OC)[C@@H]2N(Cc3ccccc3)c3ccccc3[C@@]23C[C@@H](C(=O)OC)N(C(=O)c2cccs2)C3=N1 | 4%[13.5 µM] | -5%[9.22 µM] | -11%[9.22 µM] | -13%[11.5 µM] | 4%[11.2 µM] | 4%[11.2 µM] | -1%[11.4 µM] | 3%[14.2 µM] |
| CC(=O)Nc1ccc(Oc2ccc(-c3noc(C)n3)cc2)cc1 | -5% | u | 5% | i | -21% | 2% | 12% | -10% |
| CNC(=O)/C(C#N)=C/c1c(N(Cc2ccccc2)Cc2ccccc2)nc2c(C)cccn2c1=O | -104% | u | -15% | -1% | 2% | 0% | u | -7% |
| CCc1ccccc1NC(=O)c1cccc(Oc2ccc([N+](=O)[O-])cc2Cl)c1 | u | u | x | -8% | 7% | -3% | -8% | x |
| O=C1NC(=S)/C(=C\c2ccc(-c3ccccc3Cl)o2)S1 | u | u | -34%[inhibitor] | u | 0%[53 µM] | 1%[53 µM] | -24% | 17% |
| Cc1ccc(Oc2ncccc2N)c2c1CCC2 | x | x | x | -9% | 0% | -1% | -15% | -2% |
| COc1ccc(C(=O)N2CCC(n3nnc4cc(F)ccc43)CC2)cc1OC | 5% | -7%[46 µM] | -15% | i | 0% | 0% | -21% | 16% |
| O=C(Nc1ccc(C(=O)N2CCCC2)cc1)c1ccccc1[N+](=O)[O-] | 7% | x | 4% | i | 7% | -1% | -2% | 2% |
| COc1ccc(CC(=O)Nc2ccc(S(=O)(=O)N(C)C)cc2)cc1OC | 3% | -3% | -13% | -2% | -5% | 1% | 10% | 15% |
| COc1ccc(-c2cc(-c3ccccc3)c(C#N)c(SCC(=O)Nc3ncc(C)s3)n2)cc1 | u | -1% | -10% | -5% | 0% | -2% | u | 22% |
| CCc1nnc(NC(=O)c2sc3nc(C)cc(COC)c3c2N)s1 | -7% | 6%[46 µM] | -7% | -2% | 5% | 0% | u | 3% |
| O=C(O)CCC(=O)Nc1ccc(Sc2ccc([N+](=O)[O-])cc2)cc1 | -9% | -11% | -6% | 3% | -1% | -4% | 0% | 0% |
| Cc1ccc(-c2csc3nc4c5ccccc5c(NCCCN5CCOCC5)nn4c(=O)c23)cc1 | u | -19%[46 µM] | -1% | i | -1% | 0% | u | 17% |
| COc1ccc(NC(=O)CSC2CCCCC2)cc1 | u | -5% | 16% | -17% | 0% | -7% | -2% | -8% |
| CC(C)=C1C2CCC1C(C(=O)Nc1sc(C)c(-c3ccc(C(C)C)cc3)c1C(N)=O)C2C(=O)O (configuration not stated) | -13% | u | 2% | -15% | -10% | -2% | -3% | 5% |
| COc1cc(OC)cc(C(=O)Nc2nnc(NC(=S)Nc3ccccc3)s2)c1 | 22µM* | u | 12% | -2% | -1% | -3% | -6% | 6% |
| O=C(NCC1CCCO1)/C(=C\c1ccccc1)NC(=O)c1ccccc1 (configuration not stated) | 6% | 5%[46 µM] | x | -9% | 0% | -1% | -1% | 3% |
| CC1=NN(Cc2ccccc2)C(=O)C1C(c1ccc(Cl)cc1)C(C#N)C#N (configuration not stated) | 25µM* | -15% | 11% | -3% | 2% | 1% | -10% | 7% |
| O=C(Nc1ccccn1)c1ccc(=O)[nH]n1 | 0% | 4% | 12% | 8% | -15% | -2% | 1% | 12% |
| NC(=O)N/N=C/c1cccc(C(F)(F)F)c1 | 5% | x | x | -6% | 5% | 0% | 5% | 6% |
| COc1ccc(-c2nnc3ccc(SCC(=O)NCc4ccco4)nn23)cc1 | -3% | -1% | -7% | -28% | -7% | 1% | -1% | -1% |
| O=C(c1c(F)cccc1F)N1CCN(c2cccc(C(F)(F)F)c2)CC1 | u | u | -30% | -2% | 10% | 1% | -2% | -2% |
| COCCN(Cc1cc2cc3c(cc2nc1Cl)OCO3)C(C)=O | 8% | x | x | 4% | -6% | -4% | -10% | 2% |
| Cn1c(=O)c2c(nc(SCCN3CCOCC3)n2Cc2ccccc2Cl)n(C)c1=O | -7% | u | 7% | -21% | 4% | 1% | 5% | 5% |
| COc1ccc(CC2(CO)CCN(Cc3ccc4c(c3)CCO4)CC2)cc1 | -1% | x | x | i | 1% | 2% | 9% | 3% |
| CCCOc1c(Br)cc(C2C3=C(CCCC3=O)N(CC)C3=C2C(=O)CCC3)cc1OC | u | x | 8% | i | -1% | -3% | u | -22% |
| CC(C)c1ccc(NC(=O)C2C3C=CC4(CN(Cc5cccnc5)C(=O)C24)O3)cc1 (configuration not stated) | -5% | u | 9% | -16% | 6% | -2% | -8% | 1% |
| COc1ccc(CC(=O)Nc2c3c(nn2-c2cccc(C)c2C)CS(=O)C3)cc1OC (configuration not stated) | 10% | 1% | -9% | i | -4% | -6% | 1% | 2% |
| COCC(C)OC(=O)C(C#N)c1nc2ccccc2nc1N1CCN(Cc2ccccc2)CC1 (configuration not stated) | u | 6% | -2% | -18% | -3% | 2% | -29% | 21% |
| Cn1c(CS(=O)Cc2c(Cl)cccc2Cl)nnc1SCc1ccc(Cl)cc1 (configuration not stated) | u | -6% | -10% | 0% | -5% | 1% | 4% | -11% |
| Nc1nc(-c2ccccc2)c(N=Nc2cccc3ccccc23)s1 | 8% | u | -28% | 35µM* | 8% | -6% | -9% | 4% |
| CCCN(CCC)S(=O)(=O)c1ccc(C(=O)Nc2cc3oc4ccccc4c3cc2OC)cc1 | u | -11% | -16% | -5% | -4% | -4% | x | 1% |
| COc1ccc(-c2nnc(CSc3nc4ccccc4c(=O)n3CC3CCCO3)o2)cc1OC (configuration not stated) | x | x | x | 1% | 0% | 0% | 0% | 6% |
| COc1cccc(NC(=S)NCCN2CCOCC2)c1 | 13% | -7% | 14% | -5% | -3% | 2% | -1% | -1% |
| O=C1NCC2=C1C(c1ccc(Br)cc1)Nc1ccccc1N2 (configuration not stated) | 13% | -1% | 14% | -2% | 3% | 3% | -2% | 3% |
| COc1ccc(NC(=O)COC(=O)CCCOc2ccc(Cl)cc2Cl)cc1Cl | -4% | 0% | 8% | 0% | 10%[53 µM] | -1%[53 µM] | -12% | -5% |
| Cc1c(NC(=O)CSc2nnc(-c3cccc(Cl)c3)o2)c(=O)n(-c2ccccc2)n1C | 18% | -7% | -10% | -2% | -17% | -3% | 3% | 2% |
| CCOC(=O)Nc1nc2ccccc2s1 | 7% | 4% | u | -7% | -9% | -1% | 8% | -3% |
| O=C1CC(c2ccccc2)c2c(O)cc(O)cc2O1 (configuration not stated) | u | -6% | -4% | -13% | -4% | -1% | -4% | 1% |
| COc1ccc([N+](=O)[O-])cc1NS(=O)(=O)c1cc(C(=O)O)ccc1OC | x | x | x | -7% | 6% | -1% | 2% | 3% |
| Cc1cc(Cl)ccc1OCCn1cncn1 | 6% | x | 5% | 0% | -5% | 0% | 2% | 7% |
| CCOC(=O)Cc1c(C)c2ccc(N(CC)CC)cc2oc1=O | u | u | x | -12% | u | -8% | u | x |
| COC(=O)/C(=C/c1cn(C)c2ccccc12)[N+](=O)[O-] | 1.8µM* | -11% | 8% | -16% | -17% | 0% | 2% | 27% |
| Cc1ccccc1NC(=O)/C(=C\c1cccs1)NC(=O)c1ccccc1 | 6% | 8% | -12% | 1% | -1% | -2% | -5% | -11% |
| CSCC(CO)NS(=O)(=O)c1ccc(C)cc1 (configuration not stated) | -4% | x | x | -1% | -6% | 1% | 7% | 1% |
| COc1cc(/C=N/OCC(=O)NC2CCS(=O)(=O)C2)ccc1OC(F)F (configuration not stated) | -7% | u | 13% | -6% | -8% | -1% | 9% | -1% |
| Cc1ccc(CNC(=O)CS(=O)(=O)c2ccccc2)cc1 | -2% | x | 19% | i | -6% | -1% | -1% | 7% |
| Cn1cc(CCC(=O)N2CCCC(CCC(=O)NCc3ccc(F)c(F)c3)C2)cn1 (configuration not stated) | 8% | x | x | i | -7% | -8% | 7% | -6% |
| CN(C)C(=O)CSc1nnc(-c2ccc(F)cc2)c2ccccc12 | x | x | x | i | -2% | -1% | 1% | 10% |
| Cc1cc(C2(c3ccc(O)c(C)c3)C(=O)Nc3ccccc32)ccc1O | 1% | u | -17% | -9% | 6% | 2% | -1% | 10% |
| COC(=O)[C@@]1(Cc2ccc(OC)cc2)[C@H]2c3cc(C(=O)N4CCCC4)n(Cc4cc(F)c(F)c(F)c4)c3C[C@H]2CN1C(=O)c1ccccc1 | -3% | x | -15% | -9% | 4% | 0% | 1% | 17% |
| CCCn1c(-c2ccccc2)cc(SC)c(C#N)c1=O | 1% | -13%[46 µM] | -1% | -3% | 0% | 0% | 2% | -5% |
| Cc1c(CCOC(=O)c2cc([N+](=O)[O-])cc([N+](=O)[O-])c2)sc[n+]1CC(=O)c1ccccc1 | -12% | u | -1% | i | -8% | -2% | -7% | -13% |
| Cn1ncc(Cl)c1C(=O)NCc1ccc(Cl)cc1 | 0% | u | -66%[inhibitor] | 7% | -5% | 0% | 3% | 3% |
| COC1CCN(Cc2cn(Cc3ccccc3)nc2-c2cc3ccccc3o2)CC1 | -2% | -3%[46 µM] | x | -11% | 8% | 0% | -8% | 11% |

From PubChem

A portion of the library; the hit share may differ from the screen's.
